Screening results as filed in PubChem BioAssay.
Pin1 inhibitor = qHTS Assay to Find Inhibitors of Pin1 | Pin1 FP peptide displacement, HiFluor488, 10 min | 0.009% of 390,000 active | Potency, µM (highest dose often 115 µM), inactives show top-dose activity, negative = inhibition, most hits filed as inhibitors | Peptidyl-prolyl cis-trans isomerase NIMA-interacting 1 (Homo sapiens), Q13526 | AID 504891, 2011; active = well fitted inhibition curve with a large enough effect in the polarisation, with a control signal flat, not every such curve was filed as active; inconclusive = small, poorly fitted or top-dose-only effect, or effect the other way, or a change in a side signal; inactive = no such curve, though single readings can be large or run the other way; the % refers to the polarisation; also: potency is read from the fitted curve at half-maximal effect; % is scaled to controls: 0 for no effect and ±100 for the full control effect
PI4K2A block = qHTS for small molecular inhibitors of PI4K2A; Phosphatidylinositol 4-kinase type 2-alpha (Homo sapiens), Q9BTU6; purified PI4K2A, ADP-Glo luminescence, 1 h; stronger effect = lower value; activity change, negative = inhibition, % at 76.9 µM; 0.13% of 420,000 active; AID 1346378, 2018; in the data active = activity change below about -50%; inconclusive = mostly about -30% to -49%;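 also: -100% = wells without enzyme as full effect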
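Compounds are screened against recombinant PI4K2A using PI as substrate and ATP, the latter dispensed at 300 microM. Reactions run one hour at ambient temperature before ADP-Glo detection; full inhibition defined by wells lacking enzyme.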
HP1b chromo inh = HTS for Inhibitors of HP1-beta Chromodomain Interactions with Methylated Histone Tails; 0.56% of 390,000 active; Potency, µM (doses to about 114 µM), for the others: top-dose activity change, negative = inhibition, usual class: inhibitors; Chromobox protein homolog 1 (Homo sapiens), P83916; AlphaScreen HP1-beta / biotin-H3K9me3 peptide binding; AID 540317, 2011; also: potency is read from the fitted curve at half-maximal effect; nearly all actives have a fitted effect of over 70% in size; inactives centre near 23
Target sequence (P83916 whole entry, looked up): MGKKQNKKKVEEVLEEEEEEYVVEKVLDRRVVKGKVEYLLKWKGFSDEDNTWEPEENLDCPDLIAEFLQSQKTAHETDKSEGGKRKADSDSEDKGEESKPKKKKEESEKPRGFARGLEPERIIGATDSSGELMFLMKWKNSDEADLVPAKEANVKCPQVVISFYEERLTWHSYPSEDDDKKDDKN
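AlphaScreen: HP1-beta (50 nM) preformed 30 min with biotin-H3(1-18)K9me3 peptide (50 nM) in PBS pH 7.4, 0.01% Tween-20. Compound added for 30 min at RT, then streptavidin donor/nickel chelate acceptor beads (10 ug/mL) for 30 min.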
IDH1 R132H inh = qHTS for Inhibitors of mutant isocitrate dehydrogenase 1 (IDH1): qHTS | IDH1-R132H enzyme, NADPH consumption, diaphorase/resazurin fluorescence | Potency, µM (doses to about 76.6 µM), inactives show at the top dose activity change, negative = inhibition, actives largely listed as inhibitors | 0.093% of 390,000 active | AID 602179, 2012; also: potency is read from the fitted curve at half-maximal effect; % is scaled to controls: 0 for no effect and ±100 for the full control effect; nearly all actives have a fitted effect of over 65% in size
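IDH1-R132H (0.5 ug/mL dispensed) in pH 7.5 Tris buffer was preincubated 30 min with compound, then given a substrate mix of 0.016 mM NADPH and 2 mM alpha-KG for 80 min at room temperature; remaining NADPH was read by diaphorase/resazurin fluorescence.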
rTrxR1 inhibitor = qHTS Assay for Inhibitors of Mammalian Selenoprotein Thioredoxin Reductase 1 (TrxR1): qHTS. Thioredoxin reductase 1, cytoplasmic (Rattus norvegicus), O89049. recombinant rTrxR1, NADPH fluorescence consumption, selenite substrate. Potency, µM (highest dose often 114 µM), inactives show at the highest dose activity change, negative = inhibition, usual class: inhibitors. 1% of 390,000 active; also: potency is read from the fitted curve at half-maximal effect; % is scaled to controls: 0 for no effect and ±100 for the full control effect; nearly all actives have a fitted effect of over 65% in size
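Rat TrxR1 (90 nM in the dispensed reagent) was pre-reduced with 400 uM NADPH for 5 min at room temperature, then incubated with compound for 15 min. After 400 uM selenite was added, NADPH fluorescence (Ex 340/Em 450 nm) was followed for 8 min.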
PGK inhibitor = qHTS Assay to Find Inhibitors of Phosphoglycerate Kinase; Potency, µM (series often up to 57.5 µM), without a hit: top-dose activity change, negative = inhibition, most hits filed as inhibitors; 0.043% of 380,000 active; PGK/GAPDH coupled, Kinase-Glo luminescence, 60 min; AID 602233, 2012; also: potency is read from the fitted curve at half-maximal effect; % is scaled to controls: 0 for no effect and ±100 for the full control effect; nearly all actives have a fitted effect of over 60% in size
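Luminescent ATP detection (Kinase-Glo Plus) follows a 60-minute room-temperature incubation, with wells lacking PGK as controls. Buffer: 100 mM TEA (pH 7.6), 5 mM MgCl2, 0.01% Tween-20. Coupling enzyme GAPDH (100 nM final) supplies unstable 1,3-BPG in-well.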
TrxR1 substrate = qHTS Assay for Substrates of Mammalian Selenoprotein Thioredoxin Reductase 1 (TrxR1): qHTS | purified TrxR1 substrate turnover, NADPH consumption readout | Potency, µM (top dose mostly 114 µM), inactives show top-dose activity change, negative = substrate turnover | 0.01% of 390,000 active | AID 588456, 2011; also: potency is read from the fitted curve at half-maximal effect; % is scaled to controls: 0 for no effect and ±100 for the full control effect; nearly all actives have a fitted effect of over 50% in size
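Rat TrxR1, dispensed at 90 nM, was prereduced with 400 uM NADPH (final) for 5 min at ~22 deg C, then incubated with compound 15 min before 400 uM selenite. A first-read NADPH fluorescence drop versus no-compound background flagged substrates.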
USP1 inh = Inhibitors of USP1/UAF1: Primary Screen; AID 743255, 2014; recombinant USP1/UAF1, Ub-Rhodamine cleavage fluorescence; Potency, µM (top dose mostly 57.1 µM), inactives show at the highest dose activity change, negative = inhibition, usual class: inhibitors; 0.23% of 390,000 active; also: potency is read from the fitted curve at half-maximal effect; % is scaled to controls: 0 for no effect and ±100 for the full control effect; nearly all actives have a fitted effect of over 60% in size; inactives centre near -12
Target sequence (O94782 whole entry, looked up): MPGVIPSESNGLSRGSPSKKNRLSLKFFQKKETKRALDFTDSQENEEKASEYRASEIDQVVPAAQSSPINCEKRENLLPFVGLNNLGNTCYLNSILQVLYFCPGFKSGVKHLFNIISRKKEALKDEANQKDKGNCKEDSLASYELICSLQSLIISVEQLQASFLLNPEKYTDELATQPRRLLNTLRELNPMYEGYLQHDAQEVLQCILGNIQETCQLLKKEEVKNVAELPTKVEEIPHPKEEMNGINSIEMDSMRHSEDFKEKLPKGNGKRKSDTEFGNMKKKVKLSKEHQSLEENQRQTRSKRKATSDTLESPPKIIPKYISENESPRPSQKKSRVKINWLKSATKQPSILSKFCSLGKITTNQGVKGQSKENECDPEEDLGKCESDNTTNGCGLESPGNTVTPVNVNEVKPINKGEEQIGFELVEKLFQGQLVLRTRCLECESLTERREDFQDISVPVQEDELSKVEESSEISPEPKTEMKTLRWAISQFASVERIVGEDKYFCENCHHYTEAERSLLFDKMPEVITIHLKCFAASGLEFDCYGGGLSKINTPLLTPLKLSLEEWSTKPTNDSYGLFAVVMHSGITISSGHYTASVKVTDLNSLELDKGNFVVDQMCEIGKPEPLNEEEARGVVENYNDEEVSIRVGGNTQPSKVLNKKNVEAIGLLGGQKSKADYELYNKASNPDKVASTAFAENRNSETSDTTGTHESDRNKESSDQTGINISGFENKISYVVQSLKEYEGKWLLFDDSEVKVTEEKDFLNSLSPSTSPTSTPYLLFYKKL
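USP1/UAF1 complex (1 nM) preincubated 15 min at room temperature with compound, then Ub-Rho substrate (150 nM final) added. Kinetic fluorescence at 480/540 nm over 6 reads at 60 s intervals; 50 mM HEPES pH 7.8, 0.5 mM EDTA, 0.1 mg/ml BSA, 1 mM TCEP, 0.01% Tween-20.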
GLS inh = qHTS for Inhibitors of Glutaminase (GLS). GLS enzymatic activity, qHTS titration. Potency, µM (highest dose often 45.5 µM), for inactives: at the highest dose activity change, negative = inhibition, usual class: inhibitors. 0.21% of 410,000 active. AID 624170, 2012; also: potency is read from the fitted curve at half-maximal effect; % is scaled to controls: 0 for no effect and ±100 for the full control effect
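Compounds were pin-transferred onto hKGA, after which L-glutamine (1 mM solution) and a detection mix of glutamate oxidase, HRP and Amplex Red were added. Initial and 30 min RT fluorescence reads were collected.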
The depositor's hits bear a star; i = inactive; ? = inconclusive; / = not tested or not shown; & = joins results of further samples; [ ] = another dose, or the depositor's remark. Unless noted, calls follow the shape of the dose curve; as a rule, active = well fitted curve in the direction sought with a large enough effect; inconclusive = small, poorly fitted or top-dose-only effect, or another doubt; inactive = no such curve, though single readings can be large; an effect the other way counts as inactive or inconclusive.

Pin1 inhibitor	PI4K2A block	HP1b chromo inh	IDH1 R132H inh	rTrxR1 inhibitor	PGK inhibitor	TrxR1 substrate	USP1 inh	GLS inh	SMILES
1%	2	?	3%	12%	-6%	13%	-17%	9%	O=C(Cc1ccc(Br)cc1)N1CCN(c2ccccn2)CC1
-4%	2	-10%	6%	-5%	3%	0%	-16%	2%	COCc1ccc(C(=O)N2CCCC(Nc3ccc(C(C)C)cc3)C2)o1 (configuration not stated)
1%&2%	-5&-1	69%&11%[activator]	1%&33%	12%&23%	14%	1%&3%	-22%&-21%	1%&2%	CN(C(=O)c1nn(C)c2c1CS(=O)(=O)c1ccccc1-2)c1cccc(Cl)c1
-3%	3	16%	1%	5%	2%	-5%	-5%	7%	CCOC(=O)C1CCN(C(=O)COC(=O)C2CCN(S(=O)(=O)c3ccc4c(c3)OCCO4)CC2)CC1
5%	1	11%	5%	9%	3%	2%	-13%	-1%	CCOC(=O)N1CCN(c2cc(N)c([N+](=O)[O-])cc2F)CC1
4%	1	17%[57 µM]	7%	12%[2.29 µM]	-9%	-11%[57.1 µM]	-7%	1%	CCOc1ccc(S(=O)(=O)/N=C(/Nc2ccc(C(C)=O)cc2)c2ccccc2)cc1
-2%	-1	46%[activator]	/	14%	/	14%	?	6%	CCCSc1ncc(Cl)c(C(=O)Nc2nc3ccc(C)cc3s2)n1
6%	-1	41%[activator]	-4%	213%[activator]	1%	146%[activator]	-23%	-16%	CCN(CC)S(=O)(=O)c1cccc(-c2nnc(SCc3ncc(-c4ccccc4)o3)n2C)c1
-1%	1	29%	-9%	21%	-12%	0%	-15%	0%	CC(C)=CCN1CCN(Cc2c(C)nn(C)c2Cl)CC1CCO (configuration not stated)
-3%	5	6%	-2%	21%[57.1 µM]	4%	4%	-3%	13%	COc1ccccc1CNc1n[nH]c(NCc2ccccc2OC)n1
2%	1	27%	1%	5%	5%	43%[activator]	-11%	1%	Cc1c(OC(C)C(=O)NCc2ccncc2)ccc2c3c(c(=O)oc12)CCCC3 (configuration not stated)
1%	-8	17%	1%	0%	-5%	-3%	-13%	37%[activator]	CCCCc1nc2n[nH]c(N)c2c2c1CCCC2
1%	-5	18%	2%	9%	2%	5%	3%	4%	Cc1cc(C)n2nc(-c3ccc(Br)cc3)cc2n1
?	-5	0%	10%	12%	-9%	-2%	-4%	30%	Cc1ccc(NC(=O)CS(=O)CC(=O)Nc2ccc(N3CCOCC3)cc2)cc1Cl (configuration not stated)
-1%	2	10%	5%	21%[57.1 µM]	-4%	13%[57.1 µM]	-12%	23%	CC(C)(C)OC(=O)N1CCN(C(=O)c2nc[nH]c2C(=O)N2CCN(c3ccccc3)CC2)CC1
-14%	12	79µM*	1%	?	-24%	12%[57.1 µM]	-8%	-14%	O=C(O)C1C2C=CC(O2)C1C(=O)Nc1ccccc1C(F)(F)F (configuration not stated)
-3%	-8	4%	0%	3%	i	-4%	5%	0%	Cc1cc(C)nc(N2CCCC(C(=O)Nc3ccc4c(c3)OCO4)C2)n1 (configuration not stated)
3%	-2	35%	-2%	-3%[57.1 µM]	-6%	-4%[57.1 µM]	-8%	-4%	O=C(CN1C(=O)C2CCCCC2C1=O)Nc1ccc(S(=O)(=O)Nc2ncccn2)cc1 (configuration not stated)
-7%	2	-15%	-3%	6%	i	2%	-8%	11%	CN(C)c1ccc(CNC(=O)c2cccc(NC(=O)N3CCSc4ncccc43)c2)cc1
2%	-2	16%	5%	-15%	3%	-9%	-2%	7%	O=C(CN1CCN(S(=O)(=O)c2ccccc2)CC1)Nc1ccc([N+](=O)[O-])cc1
-4%	-10	18%	1%	-17%[57.1 µM]	-3%	15%[57.1 µM]	-5%	3%	CNCc1cn2cc(Cl)ccc2n1
-5%	1	-8%	-11%	14%[57.1 µM]	-3%	-5%[57.1 µM]	-25%	-9%	Cc1ccccc1NC(=O)CN(C)S(=O)(=O)c1cccc2nsnc12
-4%	6	15%	4%	20%	/	8%	-4%	14%	O=C(CCc1ccccc1)Nc1ccc(N2CCOCC2)cc1
2%	-4	25%	4%	32%	-4%	4%	-5%	4%	Cc1nc(NCCOc2ccccc2)sc1C(=O)Nc1ccccc1
-1%	14	16%	4%	31%	-3%	89%[activator]	-19%	1%	Cc1ccccc1CS(=O)(=O)CCC(=O)N1CCN(c2ccc(N3CCOCC3)nn2)CC1
9%	-1	34%	-5%	20%[57.1 µM]	i	-8%[57.1 µM]	-13%	3%	COc1ccc(NC(=O)CSc2nc(C3CC3)nc3ccccc23)c(OC)c1
-1%	3	25%	8%	-13%[57.1 µM]	5%	5%	-8%	-14%	CCCOCC(O)CCc1n[nH]c(=S)n1-c1ccccc1 (configuration not stated)
2%	1	18%	9%	10%[57.1 µM]	2%	8%[57.1 µM]	-9%	4%	COc1cc2c(cc1OC)C(c1cccs1)N(C(=O)c1ccncc1)CC2 (configuration not stated)
-1%	-3	22%	0%	1%	-2%	1%	-19%	69%[activator]	Cc1ccc(C(=O)N2CCN(c3ccc(NC(=O)c4cccnc4)cc3)CC2)cc1
4%	-1	44%[activator]	2%	-10%	-2%	-12%	-8%	0%	O=C(Nc1nnc(-c2ccc(Br)cc2)o1)c1ccco1
3%	-2	36%[57 µM]	10%	14%[57.1 µM]	-2%	1%[57.1 µM]	-28%	0%	O=C(CSc1n[nH]c(-c2ccccc2)n1)N1CCCCC1
-2%	30	59%	7%	-69%	i	2%	-20%	0%	C=CCS(=O)(=O)c1nc2ccccc2s1
-1%	3	24%	2%	12%	-12%	-3%	-19%	15%	CCOC(=O)C1=NN(c2ccccc2)C(=O)C1
0%	-1	22%	0%	26%	-8%	5%	-9%	-5%	CC(C)(C)C(=O)Nc1nc2cc3c(cc2s1)OCO3
-4%	0	48%[activator]	-16%	-5%	i	-7%	-11%	4%	CCOC(=O)c1ccccc1NC(=O)c1c(C)oc2ncnc(N3CCOCC3)c12
1%	-6	29%	10%	30%	-1%	7%	-9%	0%	Nn1c(SCc2cccc(F)c2)nnc1-c1ccncc1
?	-18	77%[activator]	-7%	-29%	2%	-6%[57.1 µM]	-26%	-10%	Nc1nc(N)nc(-c2ccc([N+](=O)[O-])o2)n1
-3%	8	/	2%	16%	-9%	-3%	-22%	-12%	COc1ccc(OC)c(S(=O)(=O)NC(C)CCc2ccccc2)c1 (configuration not stated)

A second format for some results above.
Each structure is followed by: Pin1 inhibitor	PI4K2A block	HP1b chromo inh	IDH1 R132H inh	rTrxR1 inhibitor	PGK inhibitor	TrxR1 substrate	USP1 inh	GLS inh
- COc1ccc(NC(=O)CSc2nc(C3CC3)nc3ccccc23)c(OC)c1
    9%	-1	34%	-5%	20%[57.1 µM]	i	-8%[57.1 µM]	-13%	3%
- CCCOCC(O)CCc1n[nH]c(=S)n1-c1ccccc1 (configuration not stated)
    -1%	3	25%	8%	-13%[57.1 µM]	5%	5%	-8%	-14%
- COc1cc2c(cc1OC)C(c1cccs1)N(C(=O)c1ccncc1)CC2 (configuration not stated)
    2%	1	18%	9%	10%[57.1 µM]	2%	8%[57.1 µM]	-9%	4%
- Cc1ccc(C(=O)N2CCN(c3ccc(NC(=O)c4cccnc4)cc3)CC2)cc1
    -1%	-3	22%	0%	1%	-2%	1%	-19%	69%[activator]
- O=C(Nc1nnc(-c2ccc(Br)cc2)o1)c1ccco1
    4%	-1	44%[activator]	2%	-10%	-2%	-12%	-8%	0%
- O=C(CSc1n[nH]c(-c2ccccc2)n1)N1CCCCC1
    3%	-2	36%[57 µM]	10%	14%[57.1 µM]	-2%	1%[57.1 µM]	-28%	0%
- C=CCS(=O)(=O)c1nc2ccccc2s1
    -2%	30	59%	7%	-69%	i	2%	-20%	0%
- CCOC(=O)C1=NN(c2ccccc2)C(=O)C1
    -1%	3	24%	2%	12%	-12%	-3%	-19%	15%
- CC(C)(C)C(=O)Nc1nc2cc3c(cc2s1)OCO3
    0%	-1	22%	0%	26%	-8%	5%	-9%	-5%

This is a subset; count on the stated rates, not on these rows.
